DT40 TDP1 CPT: growth inhibition of DT40 Tdp1-/-;hTDP1 cells with camptothecin (screen for TDP1 inhibitors); chicken DT40 Tdp1-/-;hTDP1 cells + 20 nM CPT, ATP luminescence, 48 h; Potency, µM (series often up to 46.2 µM), without a hit: top-dose activity change, negative = growth inhibition, hits mostly inhibitors; 420,000 compounds, 12% hits; AID 686979; also: nearly all actives have a fitted effect of over 55% in size
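Cell growth measured by CellTiter-Glo luminescence after a minimum 48 h, 37 C compound exposure with 20 nM CPT in Tdp1-knockout DT40 cells stably expressing hTDP1, seeded 400/well; qHTS titration format.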
FEN1 inh: blocks human flap endonuclease 1. P39748. Recombinant FEN1 flap cleavage, fluorescence, 15 min. Potency, µM (doses to about 114 µM), for the others: top-dose activity change, negative = inhibition, usual class: inhibitors. 390,000 compounds, 0.35% hits; also: nearly all actives have a fitted effect of over 65% in size
Target sequence (P39748 whole entry, looked up): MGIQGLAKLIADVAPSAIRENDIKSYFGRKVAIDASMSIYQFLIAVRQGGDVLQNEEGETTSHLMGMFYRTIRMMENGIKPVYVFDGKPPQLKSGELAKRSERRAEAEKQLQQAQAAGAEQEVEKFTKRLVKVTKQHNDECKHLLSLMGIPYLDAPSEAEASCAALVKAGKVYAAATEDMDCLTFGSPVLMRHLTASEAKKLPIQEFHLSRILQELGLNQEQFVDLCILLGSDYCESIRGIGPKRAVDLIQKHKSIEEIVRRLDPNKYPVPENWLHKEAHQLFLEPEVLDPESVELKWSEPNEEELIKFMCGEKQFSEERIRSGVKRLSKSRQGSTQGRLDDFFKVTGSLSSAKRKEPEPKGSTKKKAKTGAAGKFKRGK
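Compounds are tested as a concentration series against 10 nM FEN1; after a 15 min room-temperature preincubation, 50 nM substrate starts cleavage, with plate reads at 0 and 15 min. Normalized responses are fitted by a Hill equation.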
N370S GC: inhibitors or activators of N370S glucocerebrosidase for Gaucher disease | N370S GC spleen homogenate, 4MU-glucoside fluorescence | 330,000 compounds, 0.092% hits | Potency, µM (titrated, usually from 59.4 µM), for the others: at the top dose activity change, negative = inhibition, actives largely listed as inhibitors | P04062 | AID 2101;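 also: 0% = full enzyme activity and -100% = no enzyme basal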
The depositor's hits bear a star; ? = inconclusive; . = not tested or not shown; & = joins results of further samples. Calls follow the shape of the dose curve; as a rule, active = well fitted curve in the direction sought with a large enough effect; inconclusive = small, poorly fitted or top-dose-only effect, or another doubt; inactive = no such curve, though single readings can be large; an effect the other way counts as inactive or inconclusive. Unless noted, % is scaled to controls: 0 for no effect and ±100 for the full control effect; potency is read from the fitted curve at half-maximal effect. Not all compounds are listed (hit frequency here may not be typical).

mol	N370S GC	DT40 TDP1 CPT	FEN1 inh
COc1ccc(C(OC(=O)c2ccco2)C(=O)NC(C)(C)C)cc1OC (stereo unspecified)	.	-10%	22%
COc1cc(C)c(CN2CCN(c3ncccn3)CC2)cc1C	.	4%	10%
Cn1ncc(Br)c1C(=O)NC1C2CC3CC(C2)CC1C3 (stereo unspecified)	2%	-15%	-20%
Cc1cccc(N2CCN(C(=O)c3ccc(S(=O)(=O)N(C)c4ccccc4)cc3)CC2)c1C	.	5.8µM*	-14%
CCCC(C)NC(=O)CSc1nc(-c2ccccc2)cn1N (stereo unspecified)	6%	?	-1%
COc1ccc(-c2noc(CN(Cc3nccn3C)C(C)C)n2)cc1	-6%	-18%	-1%
CCCCNC(=O)CS(=O)Cc1nc(-c2cccc(C)c2)oc1C (stereo unspecified)	0%	-17%	2%
O=C1N[C@@H](Cc2ccccc2)C(=O)N2[C@H]1C[C@]1(Br)c3ccccc3N(S(=O)(=O)c3ccccc3)[C@H]21	-4%	?	9%
Cc1ccc(S(=O)(=O)Nc2cccc(C(=O)NCCCN3CCOCC3)c2)cc1F	-2%	-23%	4%
COc1cccc(NC(=O)Cn2c(=O)n(Cc3ccccc3)c(=O)c3c4c(sc32)CN(C(C)=O)CC4)c1	.	?	-2%

Further results:
mol	N370S GC	DT40 TDP1 CPT	FEN1 inh
COCCc1nn2c(=O)cc(COC(=O)c3ccc(C(C)(C)C)cc3)nc2s1	.	?	-22%
O=C(NC1CC1)c1ccc2c3c(cccc13)CC2	9%	2%	-3%
Cc1noc(C)c1-c1cncnc1NCc1cccnc1	-9%	2%	.
O=C(CSc1ncnc2nc[nH]c12)c1ccc2ccccc2c1	6%	?	-3%
NNC(=S)NC1CCS(=O)(=O)C1 (stereo unspecified)	-1%	1%	4%
CCOc1ccc(C(=O)NCc2nnnn2-c2ccc(C)c(C)c2)cc1OCC	.	-24%	19%
CCC1Oc2ccccc2N(CC(=O)Nc2ccc(OC)cc2OC)C1=O (stereo unspecified)	2%	?	-2%
COc1ccc2c(c1)CC[C@@H]1[C@@H]2CC[C@]2(C)[C@@H](C(C)=O)C[C@@H]12	-3%	?	-10%
COc1cc(OC)c(N(C)C(=O)Cn2ncc3c(=O)oc4ccccc4c32)cc1Cl	.	8%	-3%
COc1ccc(-c2csc(NC(=O)c3ccc(S(C)(=O)=O)cc3)n2)cc1	-17%	-23%	3%

Going on with the list.
mol	N370S GC	DT40 TDP1 CPT	FEN1 inh
COc1ccccc1CCNC(=O)CSc1nnc2ccc(-c3ccncc3)nn12	2%	-3%	0%
Cc1ccc(S(=O)(=O)N2CCN(c3ccccc3)CC2)cc1C(=O)NC1CCCCC1	2%	-26%	-21%
Cc1ccccc1-c1noc(CNC(=O)COc2ccccc2)n1	4%	5%	-10%
O=C(CSc1ncn[nH]1)c1cccc([N+](=O)[O-])c1	-1%	-7%	-2%
Cc1cc2c(cc1C)N[C@]1(C[C@H]3CCCC(=O)N4CC[C@@H](C1)[C@@H]34)C(=NC1CCCCC1)N2	.	-29%	-4%
CCCCCc1cc(=O)oc2c(C(CCN3CCCCC3)c3ccc4c(c3)OCO4)c(OC)cc(OC)c12 (stereo unspecified)	-15%	23µM*	-7%
COc1cc2c(cc1OC)C(=O)N1[C@H]3c4cc(C)ccc4OC[C@@H]3[C@H](c3ccccc3)[C@]1(C)C(=O)N2	.	18µM*	6%
Cc1ccnc(NC(=O)c2cc(F)c(F)cc2Cl)n1	1%	-3%	9%
COc1ccc(Cl)cc1C(=O)NCC(C)C	14%	7%	0%
C#CCSc1nnc(CSc2nc3ccccc3s2)n1-c1ccccc1	20%	?	-13%

Carrying on:
mol	N370S GC	DT40 TDP1 CPT	FEN1 inh
CC1(C)Cc2c(sc3nc4n(-c5ccccc5)cnn4c(=O)c23)CO1	1%	-10%	12%
COc1cc2nc3occc3c(OC)c2cc1OC	-14%	-29%	-8%
Cc1ccc(Nc2nnc(SCC(=O)NCCN3C(=O)CSC3=O)s2)cc1	-1%	-5%	16%
Cc1ccc(N(C(=O)c2csnn2)C(C(=O)NC2CCCCC2)c2cccnc2)c(C)c1 (stereo unspecified)	-13%	2%	4%
CCCc1nc(SCC(N)=O)[nH]c(=O)c1CC	2%	5%	-12%
Cc1ccc(NC(=O)COc2ccccc2C=O)cc1Cl	?	5%	1%
COc1ccc(NC(=O)CN(c2ccc([N+](=O)[O-])cc2)S(=O)(=O)c2ccccc2)c(OC)c1	-6%	?	-8%
CCc1sc(C(=O)Nc2ccc(F)cc2C)cc1C	16%	-108%	-9%
CCOc1ccccc1NC(=O)CSc1nc2c(sc3ccccc32)c(=O)n1CCCC(=O)NC1CCCC1	.	?	13%
COc1ccc(Cc2nnc(NC(=O)Nc3cccc(OC)c3)s2)cc1	-15%	3%	1%

New compounds follow:
mol	N370S GC	DT40 TDP1 CPT	FEN1 inh
CCc1ccccc1NC(=O)Cn1c(=O)n(Cc2ccccc2)c(=O)c2c(C)c(C(=O)N(C)C)sc21	.	?	-1%
CN(CC(O)CN1CCOCC1)S(=O)(=O)O (stereo unspecified)	-3%&-5%	-4%&24%	-5%&4%
O=C(/C=C/c1c(F)cccc1Cl)Nc1cccnc1	-6%	?	18%
Cc1cc(C(=O)c2ccc(Cl)cc2)c(NC(=O)CCl)s1	-17%	8.2µM*	-15%
C=CCN=c1scc(-c2ccc(F)cc2)n1/N=C/c1ccccn1	11%	2.6µM*	-6%
Nc1nc(-c2ccccc2)nn1S(=O)(=O)c1ccccc1	-2%	7%	9%
CCOC(=O)N1CCN(Cc2cn[nH]c2-c2ccc(-c3ccccc3)cc2)CC1	-8%	-18%	-7%
CCCCn1c(N)c(N(CC(C)C)C(=O)C(C)SCc2nc3sc(C)c(C)c3c(=O)[nH]2)c(=O)[nH]c1=O (stereo unspecified)	-6%	-9%	2%
Cc1ccc(Cc2nnc(SCC(=O)Nc3c(C)cccc3C)[nH]c2=O)cc1	0%	?	-3%
CC1(c2nnc(Cc3ccccc3)o2)CC(c2ccccc2Br)=NO1 (stereo unspecified)	-29%	-18%	-27%

Another view of some results above:
Order of results – N370S GC	DT40 TDP1 CPT	FEN1 inh
CCC1Oc2ccccc2N(CC(=O)Nc2ccc(OC)cc2OC)C1=O (stereo unspecified)
    2%	?	-2%
COc1ccc2c(c1)CC[C@@H]1[C@@H]2CC[C@]2(C)[C@@H](C(C)=O)C[C@@H]12
    -3%	?	-10%
COc1cc(OC)c(N(C)C(=O)Cn2ncc3c(=O)oc4ccccc4c32)cc1Cl
    .	8%	-3%

Remaining list, next part.
mol	N370S GC	DT40 TDP1 CPT	FEN1 inh
CCc1ccc(NC(=O)Cn2c(=O)n(CCCC(=O)NCc3ccccc3OC)c(=O)c3ccccc32)cc1	.	-16%	-1%
COc1ccc(OC)c(NC(=O)CSc2nnc(N)s2)c1	2%	1%	0%
O=C(NC(Cc1ccccc1)C(=O)O)c1ccc(S(=O)(=O)N2CCOCC2)cc1 (stereo unspecified)	-3%	22%	-6%
CC(C)(C)c1cc(C(C)(C)C)c2oc(=O)c(-c3nc4ccc(C(=O)O)cc4[nH]3)cc2c1	-4%	?	-21%
COc1ccc(CNc2ncnc3sccc23)cc1	4%	5.8µM*	-3%
Cc1ccc(S(=O)(=O)N2CCN(C(=O)COC(=O)/C=C/c3ccccc3F)CC2)c(C)c1	.	-30%	-5%
COc1ccc(-n2cc(CN3CCCC3)c(-c3cccc(F)c3)n2)cc1	-21%	?	-14%
COc1ccc(N2CCN(C(=O)c3ccc(Oc4ccc(C(F)(F)F)cn4)cc3)CC2)cc1	-5%	?	-3%
N#Cc1ccc(CN2CCN(C(=O)c3cccc(S(=O)(=O)N4CCCCCC4)c3)CC2)cc1	.	?	-1%
Cc1ccc(CC(=O)O/N=C(\N)c2ccccn2)cc1	-7%	18%	21%

4 entries from above, with two lines to a compound.
Under each structure: N370S GC | DT40 TDP1 CPT | FEN1 inh
- COc1ccc(CNc2ncnc3sccc23)cc1
 : 4% | 5.8µM* | -3%
- Cc1ccc(S(=O)(=O)N2CCN(C(=O)COC(=O)/C=C/c3ccccc3F)CC2)c(C)c1
 : . | -30% | -5%
- COc1ccc(-n2cc(CN3CCCC3)c(-c3cccc(F)c3)n2)cc1
 : -21% | ? | -14%
- COc1ccc(N2CCN(C(=O)c3ccc(Oc4ccc(C(F)(F)F)cn4)cc3)CC2)cc1
 : -5% | ? | -3%

(listing goes on)
mol	N370S GC	DT40 TDP1 CPT	FEN1 inh
COc1cc(C(=O)OCC(=O)NCCC2=CCCCC2)ccc1OCC(C)C	0%	?	-4%
Cc1nc(NC(=O)c2ccc(Br)s2)sc1C(=O)N(C)C	-4%	-1%	-4%
Cc1nc(-c2nc(-c3c(C(=O)NNC(=O)Nc4ccccc4)noc3C)cs2)cs1	2%	?	-10%
CCc1nc(N[C@H](C(=O)O)C(C)CC)c2oc3ccccc3c2n1 (stereo partly specified)	26%	-2%	-12%
CC(C)(C)OC(=O)N1CCC(C(=O)Nc2cccc(C(=O)NCCc3ccccc3)c2)CC1	.	?	?
Cc1ccc(NC(=O)NCCCl)cc1S(=O)(=O)N1CCOCC1	2%	-3%	4%
Cc1nc2cc(S(=O)(=O)C(F)(F)F)ccc2s1	3%	-17%	1%
COc1ccc(CCCNC(=O)C2CCC(=O)N(CCCN3CCCC3=O)C2)cc1 (stereo unspecified)	0%	0%	17%
CCC1CCCCN1C(=O)CCNC(=O)Cn1cnc2ccccc2c1=O (stereo unspecified)	-14%	0%	-3%
Cc1cccc(OCC(=O)Nc2nnc(S(=O)(=O)N3CCC(C)CC3)s2)c1	1%	6%	-13%

More results
mol	N370S GC	DT40 TDP1 CPT	FEN1 inh
COC(=O)c1ccccc1OCCOCCOc1cccc2cccnc12	21%	?	-2%
CCC(C)(C)NC(=O)c1cc([N+](=O)[O-])ccc1N1CCOCC1	3%	1%	7%
Cc1ccccc1NC(=O)Nc1cc(S(N)(=O)=O)ccc1C	6%	0%	-1%
O=C(CCc1ccc(O)cc1)c1c(O)cc(O)cc1O[C@H]1OC(CO)C(O)C(O)C1O (stereo partly specified)	3%	-1%	.
N#C/C(=C(/O)CSc1n[nH]c(N)n1)c1nc2ccccc2[nH]1	-8%	3%	-1%
CC1=C(C(=O)OCc2ccc3c(c2)OCO3)C(c2ccc(O)c([N+](=O)[O-])c2)NC(=O)N1 (stereo unspecified)	-8%	-10%	-6%
CCCCNc1c2c(nc3c(-c4ccccc4)c(C)nn13)CCC2	4%	21µM*	4%
O=C(NCc1cccnc1)c1noc2c1CCCC2	-2%	1%	7%
Nc1c(C(=O)NCc2ccc(F)cc2)c2nc3ccccc3nc2n1CCCN1CCOCC1	10%	?	?
Cc1onc(-c2ccccc2)c1C(=O)N/N=C/c1cc(Br)c(O)c(Br)c1	-6%	?	11%

Additional records follow.
mol	N370S GC	DT40 TDP1 CPT	FEN1 inh
COC(=O)[C@]1(C)N[C@H](CN(C)C(C)=O)[C@@H]2C(=O)N(Cc3ccccc3)C(=O)[C@@H]21	.	-2%	-12%
O=C(Nc1cc(Cl)ccc1Cl)c1ccco1	-4%	4%	8%
CCn1nccc1C(=O)Nc1ccccc1OC	-2%	-1%	1%
O=C(/C=C/c1ccccc1)N1CCN(c2ccccn2)CC1	17%	-7%	6%
Cc1ccc2nc(Cl)c(/C=N/Nc3ccc(C(=O)O)cc3)cc2c1	-1%	-6%	45µM*
Cc1oc(-c2cccs2)nc1CN1CCN(Cc2ccc(F)c(F)c2)C(CCO)C1 (stereo unspecified)	-4%	?	1%
COc1cccc(CN2CCC(C(=O)N3CCC(C)CC3)CC2)c1	-8%	7%	-4%
C/C(=N\NC(=O)C1CCCN(S(=O)(=O)c2ccccc2)C1)c1ccccn1 (stereo unspecified)	-1%	5.8µM*	-3%
COc1ccc2c(c1)c(CCN1C(=O)c3ccccc3C1=O)cn2C(=O)c1ccco1	-4%	-8%	-17%
O=C(Nc1c(Br)cc2c(c1Br)Cc1ccccc1-2)C(Cl)Cl	.	5%	0%
COc1cccc(-c2nn(-c3ccc(C)cc3)cc2C(=O)N2CCN(C3CCS(=O)(=O)C3)CC2)c1 (stereo unspecified)	.	-12%	-6%

Reformatted: entries from further up
The line under a structure holds: N370S GC | DT40 TDP1 CPT | FEN1 inh
Cc1oc(-c2cccs2)nc1CN1CCN(Cc2ccc(F)c(F)c2)C(CCO)C1 (stereo unspecified)
    -4% | ? | 1%
O=C(Nc1c(Br)cc2c(c1Br)Cc1ccccc1-2)C(Cl)Cl
    . | 5% | 0%
COc1cccc(-c2nn(-c3ccc(C)cc3)cc2C(=O)N2CCN(C3CCS(=O)(=O)C3)CC2)c1 (stereo unspecified)
    . | -12% | -6%
O=C(Nc1cc(Cl)ccc1Cl)c1ccco1
    -4% | 4% | 8%
COc1cccc(CN2CCC(C(=O)N3CCC(C)CC3)CC2)c1
    -8% | 7% | -4%
CCn1nccc1C(=O)Nc1ccccc1OC
    -2% | -1% | 1%

Screens as filed in PubChem BioAssay.
